esBAF inh: inhibitors of esBAF chromatin remodeling in mouse ES cells; Bmi1-luciferase knock-in reporter, 24 h; 100% = twice the neutral-well signal; reporter increase, % at 12.5 µM; 2% of 350,000 active; AID 602393; in the data active means activation above about 40%;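 further: 0% = median of the plate's neutral control wells and 100% = double that signal; a rise in the Bmi1 reporter signal indicates esBAF inhibition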
ERp5 block: ERp5 (human) disulfide isomerase inhibition | AID 651711 | 0.05% of 350,000 active | inhibition, % at 9.99 µM | Q15084 | ERp5 insulin aggregation, absorbance 650 nm, 90 min;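 active means mean replicate inhibition above about 25%, with every replicate also reaching it, limit read from the data, passing the limit was not always enough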
RAD52 inh: inhibitors of human RAD52 DNA annealing. recombinant RAD52 DNA annealing, FRET fluorescence. inhibition, % at 18.7 µM. 0.46% of 360,000 active;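 active means every replicate showing at least 50% inhibition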
RAD54 inh: RAD54 (human) branch migration inhibition; RAD54 Holliday junction branch migration, FAM/BHQ fluorescence; inhibition, % at 10.4 µM; 0.14% of 360,000 active;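 active means mean normalized replicate activity at least 40 and at least half of replicates scoring 40 or more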;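 further: 0% = median of neutral control wells and 100% = median of positive control wells; inhibitors cause a drop in the FAM fluorescence signal; in these data hits start at about 50%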
Target sequence (Q92698 whole entry, looked up): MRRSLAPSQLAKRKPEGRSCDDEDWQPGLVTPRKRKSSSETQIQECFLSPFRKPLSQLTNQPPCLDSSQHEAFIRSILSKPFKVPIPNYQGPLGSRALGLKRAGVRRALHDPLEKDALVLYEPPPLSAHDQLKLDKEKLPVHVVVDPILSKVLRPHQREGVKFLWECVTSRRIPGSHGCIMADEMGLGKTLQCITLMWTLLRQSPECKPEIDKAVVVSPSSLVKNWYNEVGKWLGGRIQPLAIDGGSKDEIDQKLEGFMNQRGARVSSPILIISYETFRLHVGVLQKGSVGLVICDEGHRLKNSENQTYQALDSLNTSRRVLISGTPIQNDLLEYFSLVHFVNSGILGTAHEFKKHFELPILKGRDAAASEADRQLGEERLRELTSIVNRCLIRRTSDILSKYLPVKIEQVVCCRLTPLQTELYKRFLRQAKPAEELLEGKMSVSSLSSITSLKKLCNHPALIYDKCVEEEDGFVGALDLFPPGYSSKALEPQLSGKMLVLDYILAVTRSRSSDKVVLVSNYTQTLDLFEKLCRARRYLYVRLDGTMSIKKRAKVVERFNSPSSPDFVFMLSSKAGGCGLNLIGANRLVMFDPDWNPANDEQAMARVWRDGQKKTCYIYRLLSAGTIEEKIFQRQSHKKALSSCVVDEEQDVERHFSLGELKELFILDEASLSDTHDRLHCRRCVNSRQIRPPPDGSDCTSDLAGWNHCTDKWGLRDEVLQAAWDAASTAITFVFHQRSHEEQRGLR
S100A4 MyoIIA: blocks human S100A4 binding to myosin IIA peptide; 0.14% of 360,000 active; S100A4/TAMRA-MyoIIA peptide fluorescence polarization; inhibition, % at 10.7 µM; AID 652163;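 active means mean inhibition of at least 70% across replicates, with every replicate also reaching that level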
Target sequence (P26447 whole entry, looked up): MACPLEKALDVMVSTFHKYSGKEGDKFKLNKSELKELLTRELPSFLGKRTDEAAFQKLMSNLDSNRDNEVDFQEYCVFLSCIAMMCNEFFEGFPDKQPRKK
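incubation = readout 5 min after mixing, signal stable up to 60 min | system = S100A4 monomer protein | buffer or medium = HEPES pH 7.2 with CaCl2, KCl, NaCl, DTT, Triton | benchmarks = neutral control DMSO, positive control TFP | also added = fluorescent myosin IIA peptide, 5 nM | compound dosing = one concentration per compound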
E-selectin induc: induces E-selectin expression in human endothelial cells; HUVEC E-selectin immunofluorescence imaging; normalized: neutral wells 0, TNF-alpha wells 100; 0.37% of 260,000 active; activation, % at 7.58 µM;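 active means mean E-selectin-positive cell signal at least 10% of the positive control, reached in at least 60% of replicates, without over 20% cell loss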;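 further: in these data hits start at about 27%; measured in HUVEC primary endothelial cells; signal is the percent of cells scored E-selectin positive by PE staining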
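Read-out: % PE-positive cells | Test system: HUVEC | Doses: One compound dose added by pin transfer | Buffer or medium: EGM-2 over gelatin coat | Signal: Immunofluorescence imaging | Benchmarks: TNF-alpha, DMSO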
ERAP1 inh: blocks human ERAP1 aminopeptidase activity; 0.15% of 340,000 active; inhibition, % at 10.7 µM; recombinant ERAP1, Leu-AMC fluorescence, 60 min; AID 652197;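 active means mean replicate inhibition of at least 30%, or all replicates individually reaching that 30% level; inactive means mean below 30% and not every replicate reaching it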;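 further: 0% = neutral control wells and 100% = L-leucinethiol positive control wells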
XiGFP reactiv: reactivates the inactive X chromosome in mouse fibroblasts; XiGFP mouse fibroblasts, % GFP-positive cells imaging, 3 d; cells co-treated with 5-aza-dC sensitizer; scaled so ellipticine positive control = 100%; 0.055% of 360,000 active; activation, % at 7.58 µM;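 active means mean normalized replicate activation at least 10% and every replicate at or above 10%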;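 further: 0% = median of on-plate neutral control wells and 100% = ellipticine 6 µM median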
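System: 68-5-11 XiGFP fibroblast line; Timing: 3 days compound exposure; Compound dosing: one concentration, pinned; Benchmarks: positive control ellipticine, 6 µM final; Buffer or medium: DMEM containing 5-aza-dC.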
An asterisk follows results filed as active; & = joins results of further samples.

How did CCO[C@@H]1OC(C(=O)NCc2nc3ccccc3[nH]2)=C[C@H](C)[C@H]1CCCO do in these assays?
esBAF inh: -2; ERp5 block: 0; RAD52 inh: 6; RAD54 inh: 2; S100A4 MyoIIA: 3; E-selectin induc: 0.0; ERAP1 inh: -3; XiGFP reactiv: 0.2

What do the screens show for `CCn1c2ccccc2c2cc(NC(=O)c3cccc(OC)c3)ccc21`?
esBAF inh: 24; ERp5 block: 10; RAD52 inh: -23; RAD54 inh: 8; S100A4 MyoIIA: -4; ERAP1 inh: 0

Results for COc1ccc(CN2CCNC(=O)C2CC(=O)O)cc1OC (configuration not stated) ?
esBAF inh: 6; ERp5 block: 2; RAD52 inh: -12; RAD54 inh: -3; S100A4 MyoIIA: -3; E-selectin induc: 0.0; ERAP1 inh: 4; XiGFP reactiv: 0.0

Results for COc1ccc(-c2[nH]ncc2N=Nc2cc(C)cc(C)c2)cc1 ?
ERp5 block: 6; RAD52 inh: -28; S100A4 MyoIIA: 1; E-selectin induc: 4.2; ERAP1 inh: -4; XiGFP reactiv: 0.2

How did O=C(O)c1cc(-c2cccs2)nc2ccc(F)cc12 do in these assays?
esBAF inh: -2; ERp5 block: 1; RAD52 inh: 10; RAD54 inh: 6; S100A4 MyoIIA: -34; ERAP1 inh: -6; XiGFP reactiv: 0.0

What do the screens show for `COc1cccc(NC(=O)C(=O)N/N=C/c2ccc3c(c2)OCO3)c1`?
esBAF inh: 11; ERp5 block: -6; RAD52 inh: 0; RAD54 inh: -1; S100A4 MyoIIA: -2; E-selectin induc: 0.5; ERAP1 inh: -3; XiGFP reactiv: 0.0

Results for COc1ccc(-c2nnn(CC(=O)NCc3ccc4c(c3)OCO4)n2)cc1OC ?
ERp5 block: -2; RAD52 inh: -2; S100A4 MyoIIA: 4; ERAP1 inh: -1; XiGFP reactiv: 0.0

Results for Cc1noc(C)c1S(=O)(=O)Nc1ccc2c(c1)CC(=O)N([C@H](C)CO)C[C@@H](C)[C@@H](CN(C)Cc1ccc(-c3ccccc3)cc1)O2 ?
esBAF inh: -1; ERp5 block: 4; RAD52 inh: 17; S100A4 MyoIIA: 25; E-selectin induc: 1.1; ERAP1 inh: 1; XiGFP reactiv: 0.5

What do the screens show for `O=C(NCc1ccccc1)c1c(Cl)nc(Cl)c(Cl)c1Cl`?
ERp5 block: 2; RAD52 inh: -13; S100A4 MyoIIA: -2; ERAP1 inh: -2; XiGFP reactiv: 0.0

How did CC(NC(=O)/C(=C/c1ccc2c(c1)OCO2)NC(=O)c1cccc([N+](=O)[O-])c1)C(=O)O (configuration not stated) do in these assays?
ERp5 block: -1; RAD52 inh: -3; S100A4 MyoIIA: 3; ERAP1 inh: 0; XiGFP reactiv: 0.0

Results for CC(C)NC(=O)NCC[C@H]1CC[C@H](NS(=O)(=O)c2ccccc2)[C@H](CO)O1 ?
ERp5 block: -2; RAD52 inh: -6; S100A4 MyoIIA: 4; E-selectin induc: 0.1; ERAP1 inh: -2; XiGFP reactiv: 0.1

Results for CN(C)CC(=O)N[C@H]1CC[C@H](CC(=O)NCCN2CCCCC2)O[C@@H]1CO ?
esBAF inh: -1; ERp5 block: -5; RAD52 inh: 7; RAD54 inh: -5; S100A4 MyoIIA: 4; E-selectin induc: -0.9; ERAP1 inh: -7; XiGFP reactiv: 0.6

How did COc1ccc(NC(=S)NC(=O)/C=C/c2cccs2)cc1 do in these assays?
ERp5 block: 8; RAD52 inh: -19; S100A4 MyoIIA: -16; ERAP1 inh: 3; XiGFP reactiv: -0.1

How did Cc1nn(CC(=O)NCC(C)c2ccccc2)c(=O)c2cc(-c3ccccc3)nn12 (configuration not stated) do in these assays?
esBAF inh: 0; ERp5 block: 0; RAD52 inh: 0; RAD54 inh: 5; S100A4 MyoIIA: -4; ERAP1 inh: 2; XiGFP reactiv: 0.0

What do the screens show for `COCCN(C[C@@H]1N[C@@H](CO)[C@@H]1c1ccc(-c2ccc(F)cc2)cc1)C(C)=O`?
esBAF inh: -1; ERp5 block: 4; RAD52 inh: -23; RAD54 inh: 0; S100A4 MyoIIA: -2; E-selectin induc: 0.1; ERAP1 inh: -1; XiGFP reactiv: 0.4

Results for C/C(=N\NC(=O)c1nnn(-c2nonc2N)c1CN(C)c1ccccc1)c1ccc(O)cc1 ?
esBAF inh: -7; ERp5 block: -12; RAD52 inh: -6; RAD54 inh: 5; S100A4 MyoIIA: 3; ERAP1 inh: -3; XiGFP reactiv: 0.1

What do the screens show for `COc1ccccc1-c1cn(CC[C@@H]2CC[C@@H](NC(=O)C3CCC3)[C@H](CO)O2)nn1`?
esBAF inh: 0; ERp5 block: -4; RAD52 inh: 0; RAD54 inh: 3; S100A4 MyoIIA: 10; E-selectin induc: -0.2; ERAP1 inh: -2; XiGFP reactiv: 0.2

What do the screens show for `COc1ccc(-c2ccc(C(=O)Nc3cccc(C(F)(F)F)c3)c3occc23)c(C)c1`?
esBAF inh: 5; ERp5 block: 1; RAD52 inh: -6; RAD54 inh: 7; S100A4 MyoIIA: 17; E-selectin induc: -0.2; ERAP1 inh: -5; XiGFP reactiv: 0.1

Results for CCn1cc(CNc2nc3nonc3nc2N2CCCCC2)cn1 ?
esBAF inh: -4; ERp5 block: -2; RAD52 inh: -13; RAD54 inh: -10; S100A4 MyoIIA: 8; ERAP1 inh: 1; XiGFP reactiv: 0.1

How did CCOC(=O)C(C(=O)OCC)C(=O)c1cccc2ccc3ccccc3c12 do in these assays?
esBAF inh: -8; ERp5 block: -4; RAD52 inh: -9; RAD54 inh: -1; S100A4 MyoIIA: -3; E-selectin induc: 0.4; ERAP1 inh: -1; XiGFP reactiv: 0.0

Results for O=C(C[C@H]1CC[C@@H]2[C@H](COC[C@H](O)CN2C(=O)c2cnccn2)O1)NCc1ccc(Oc2ccccc2)cc1 ?
esBAF inh: -5; RAD54 inh: 3; E-selectin induc: 0.0; XiGFP reactiv: 0.2

What do the screens show for `O=c1c2ccccc2nc2n1CCCS2`?
esBAF inh: 1; ERp5 block: -1; RAD52 inh: -7; RAD54 inh: -10; S100A4 MyoIIA: 12; ERAP1 inh: -1

What do the screens show for `CCOC(=O)c1cc(-c2ccccc2)n(CC(=O)Nc2cccc(OC)c2)c1C`?
ERp5 block: -3; RAD52 inh: -12; RAD54 inh: 4; S100A4 MyoIIA: 1; E-selectin induc: -1.6; ERAP1 inh: 1; XiGFP reactiv: 0.0

Results for CCCNC(=O)CN1CCN(c2cc3ccccc3c(Cl)n2)CC1 ?
esBAF inh: 3; ERp5 block: 4; RAD52 inh: -12; RAD54 inh: 3; S100A4 MyoIIA: 0; E-selectin induc: 18; ERAP1 inh: -3; XiGFP reactiv: 0.3

How did CC1CCCC(NC(=S)NC(=O)c2ccco2)C1C (configuration not stated) do in these assays?
esBAF inh: 4; ERp5 block: -1; RAD52 inh: 4; RAD54 inh: -10; S100A4 MyoIIA: -2; ERAP1 inh: -1; XiGFP reactiv: 0.3

What do the screens show for `COc1ccccc1NC(=O)N1C[C@H]2[C@@H](c3ccccc31)[C@H](CO)N2C(C)=O`?
esBAF inh: 2; ERp5 block: 0; RAD52 inh: 6; RAD54 inh: -10; S100A4 MyoIIA: -6; E-selectin induc: 0.2; ERAP1 inh: 2; XiGFP reactiv: 0.3

How did CCCCCN(C(=O)CCC(=O)OCCOc1cccc(Cl)c1)c1c(N)n(CCCC)c(=O)[nH]c1=O do in these assays?
ERp5 block: 6; RAD52 inh: -3; S100A4 MyoIIA: 8; E-selectin induc: -0.3; ERAP1 inh: 1; XiGFP reactiv: 0.3

How did O=C1NC(=Nc2cccnc2)S/C1=C\c1cccc(F)c1 do in these assays?
esBAF inh: 10; ERp5 block: 0; RAD52 inh: -45; RAD54 inh: -6; S100A4 MyoIIA: 6; XiGFP reactiv: 0.8

How did O=C(CCCc1c[nH]c2ccccc12)NCc1ccccc1C(F)(F)F do in these assays?
esBAF inh: 7; ERp5 block: 2; RAD52 inh: -6; RAD54 inh: 0; S100A4 MyoIIA: 0; E-selectin induc: -0.4; ERAP1 inh: 0; XiGFP reactiv: 0.1

How did CC(NC(=O)c1ccco1)C(c1cccs1)N1CCN(c2ccccc2F)CC1 (configuration not stated) do in these assays?
esBAF inh: 9; ERp5 block: -1; RAD52 inh: -8; RAD54 inh: 2; S100A4 MyoIIA: -1; ERAP1 inh: 4

How did CCOC(=O)N1CCC(NC(=O)C2=CCN(S(=O)(=O)c3ccc(F)cc3)CC2)CC1 do in these assays?
ERp5 block: 0; RAD52 inh: -1; RAD54 inh: -7; S100A4 MyoIIA: -3; E-selectin induc: 0.4

How did C[C@H](CO)N1C[C@H](C)[C@H](CN(C)S(=O)(=O)c2ccc3c(c2)OCCCO3)OCc2cnnn2CCCC1=O do in these assays?
esBAF inh: 1&-2; ERp5 block: 2&4; RAD52 inh: -16&4; RAD54 inh: -2&8; S100A4 MyoIIA: -3&4; E-selectin induc: 0.5; ERAP1 inh: -4&-2; XiGFP reactiv: 0.1

Results for CCOc1ccccc1CN1[C@@H](c2ccc(OC)cc2)CC(C(=O)OC)(C(=O)OC)[C@H]1c1ccccc1 ?
ERp5 block: -3; RAD52 inh: -39; S100A4 MyoIIA: 1; E-selectin induc: -0.1; XiGFP reactiv: 0.1

What do the screens show for `O=C(Nc1cccc(S(=O)(=O)N2CCCC2)c1)c1cncc(Br)c1`?
esBAF inh: 2; ERp5 block: -3; RAD52 inh: -3; RAD54 inh: -16; S100A4 MyoIIA: 2; ERAP1 inh: -2; XiGFP reactiv: 0.0

Results for Cc1noc(C)c1S(=O)(=O)N(C)C[C@H]1OCCCC[C@H](C)Oc2ccc(NC(=O)Cc3ccccc3)cc2C(=O)N([C@H](C)CO)C[C@@H]1C ?
esBAF inh: -3; ERp5 block: -1; RAD52 inh: -24; RAD54 inh: 0; S100A4 MyoIIA: -7; E-selectin induc: 0.1; ERAP1 inh: 0; XiGFP reactiv: 0.0

What do the screens show for `Cc1ccc(CNC(=O)OC2CC3CC2[C@H]2CCCCN2C3=O)cc1` (some centres not stated)?
ERp5 block: 4; RAD52 inh: -5; S100A4 MyoIIA: -2; E-selectin induc: -0.1; ERAP1 inh: 1; XiGFP reactiv: -0.1

What do the screens show for `CNC[C@H]1OCCCC[C@@H](C)Oc2ccc(NS(=O)(=O)c3ccc(Cl)cc3)cc2C(=O)N([C@@H](C)CO)C[C@H]1C`?
esBAF inh: -9; ERp5 block: 8; RAD52 inh: -72; RAD54 inh: -4; S100A4 MyoIIA: 7; E-selectin induc: -0.2; ERAP1 inh: -14; XiGFP reactiv: 0.4
